Screens deposited in PubChem BioAssay by several laboratories.
Scp-1 inhibitor = inhibitors of human Scp-1 phosphatase | AID 493091 | Recombinant Scp1, phosphopeptide, malachite green phosphate absorbance | Q9GZU7 | inhibition, % at 20 µM | actives 0.88% (n = 340,000);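 active = inhibition above about 50% at 20 µM, limit read from the data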;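 note: plate controls were DMSO wells with enzyme for no effect and wells lacking enzyme for full effect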
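System: SCP-1 catalytic domain; Reagent: Phospho 17-mer peptide substrate; Doses: one concentration, 20 µM, with 1.0% DMSO; Incubation: 45 min room-temperature reaction, 5 min colour, 30 min stabiliser; Signal: Phosphate-binding colour reagent, absorbance read at 630 nm.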
DNMT1 block = DNMT1 (human) enzyme inhibition. P26358. DNMT1 molecular beacon, Hinp1I cleavage, fluorescence. inhibition (reported as % activation of signal), % at 10 µM. actives 0.83% (n = 360,000). AID 588458; in the data active = inhibition above about 50%
CendR NRP1 mod = alters CendR peptide binding to human NRP-1. O14786. FAM-RPARPAR peptide binding to NRP-1, fluorescence polarization. inhibition, % at 25 µM. actives 0.85% (n = 360,000). AID 602438;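 active = inhibition or corrected inhibition above about 18%, plus a signal ratio from 0.5 to 1.5, limit read from the data, passing the limit was not always enough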; note: strong numbers were not always called active
Target sequence (O14786 whole entry, looked up): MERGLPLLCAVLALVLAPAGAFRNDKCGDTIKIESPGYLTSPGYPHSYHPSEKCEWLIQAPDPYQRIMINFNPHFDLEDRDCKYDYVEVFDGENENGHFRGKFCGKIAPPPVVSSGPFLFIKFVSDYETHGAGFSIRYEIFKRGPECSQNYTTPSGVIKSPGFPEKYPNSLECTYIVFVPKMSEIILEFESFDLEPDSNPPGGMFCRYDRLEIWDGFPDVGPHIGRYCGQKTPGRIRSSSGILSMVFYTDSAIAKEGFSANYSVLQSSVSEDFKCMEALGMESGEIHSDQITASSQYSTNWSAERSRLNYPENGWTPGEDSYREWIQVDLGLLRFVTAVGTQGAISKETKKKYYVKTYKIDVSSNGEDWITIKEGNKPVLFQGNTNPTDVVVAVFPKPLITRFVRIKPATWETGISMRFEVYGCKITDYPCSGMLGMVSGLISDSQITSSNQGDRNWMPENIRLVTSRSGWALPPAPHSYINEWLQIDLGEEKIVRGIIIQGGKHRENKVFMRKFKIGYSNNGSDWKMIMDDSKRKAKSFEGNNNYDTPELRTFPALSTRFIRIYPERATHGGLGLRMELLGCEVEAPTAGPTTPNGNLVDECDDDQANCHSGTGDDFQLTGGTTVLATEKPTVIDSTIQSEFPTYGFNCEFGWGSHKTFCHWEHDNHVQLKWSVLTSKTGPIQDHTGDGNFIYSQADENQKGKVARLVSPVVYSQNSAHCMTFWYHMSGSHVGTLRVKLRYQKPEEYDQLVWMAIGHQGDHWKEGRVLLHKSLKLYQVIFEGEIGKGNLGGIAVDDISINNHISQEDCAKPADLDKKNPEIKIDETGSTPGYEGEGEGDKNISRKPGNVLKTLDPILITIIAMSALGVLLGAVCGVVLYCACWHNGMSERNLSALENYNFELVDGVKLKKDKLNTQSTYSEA
Neddyl block = cullin neddylation inhibition; TR-FRET cullin neddylation, biochemical; calls only at 25 µM; actives 0.58% (n = 360,000); in the data active = inhibition above about 36%
TbMetRS inhib = blocks T. brucei methionyl-tRNA synthetase activity; actives 0.4% (n = 360,000); inhibition, % at 11.9 µM; purified T. brucei MetRS, ATP depletion, Kinase-Glo luminescence;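 active = inhibition above a per-plate cutoff of the control wells' mean inhibition plus 3 SD, cut at about 5.5% in these data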;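 note: 0% = DMSO wells median and 100% = median of wells with control inhibitor compound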
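Dosing: 11.9 µM compound single dose, 0.9% DMSO; Assay system: purified T. brucei MetRS enzyme; Measured by: Kinase-Glo luciferase luminescence reporting remaining unconsumed ATP; Schedule: 15 min plus 2 h at 25 °C.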
STEP inh = inhibitors of human striatal-enriched phosphatase STEP; actives 0.25% (n = 360,000); inhibition, % at 20 µM; AID 588621; recombinant STEP, OMFP fluorogenic substrate, fluorescence;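 active = inhibition at 20 µM, scaled per plate between control wells, above about 37%, limit read from the data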;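 note: 0% = DMSO with enzyme and substrate and 100% = substrate only without enzyme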
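Material: STEP (striatal-enriched tyrosine phosphatase) enzyme, cell-free; Compound dosing: 20 µM single dose in 1% DMSO; Technique: fluorescence read at 480 nm ex / 540 nm em; Times: reaction 20 min, ambient temperature; Medium: 50 mM Bis-Tris pH 6.0 with 2.5 mM DTT and 0.005% Tween 20; Also added: OMFP at 25 µM.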
LMPTP block = LMPTP (human) inhibition | recombinant LMPTP-A, OMFP fluorogenic substrate, fluorescence intensity | actives 0.22% (n = 360,000) | P24666 | inhibition, % at 20 µM;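 active = compounds that cut the enzyme signal by at least half of the control window in the single-dose screen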;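 note: plate controls were DMSO wells with enzyme plus substrate for no effect and substrate without enzyme for full effect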
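Assay system: LMPTP-A enzyme. Input: 0.625 nM LMPTP-A final. Probe or stimulus: 400 µM OMFP. Compound dosing: single 20 µM dose. Schedule: 50 min dark incubation at room temperature. Detection: fluorescence intensity of OMFP turnover product. Read-out: percent inhibition versus substrate-only and uninhibited controls. Benchmarks: no-enzyme low control, uninhibited high control.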
SUMO1-SIM PPI = modulators of human SUMO1-mediated protein-protein interactions; AID 602429; inhibition, % at 20 µM; actives 0.33% (n = 360,000); SUMO1 binding to a labelled peptide, TR-FRET, 1 h; in the data active = inhibition above about 37%
Target sequence (P63165 whole entry, looked up): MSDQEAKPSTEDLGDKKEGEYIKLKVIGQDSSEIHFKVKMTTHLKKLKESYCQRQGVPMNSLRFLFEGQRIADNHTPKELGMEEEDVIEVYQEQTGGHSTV
SKN-1 block = inhibitors of C. elegans SKN-1 | C. elegans VP596 Pgst-4::GFP/RFP ratio, acrylamide-induced, 24 h | inhibition, % at 21.8 µM | actives 0.49% (n = 360,000) | AID 624304;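 active = interference check ratio from 0.5 to 1.5 plus GFP to RFP signal ratio inhibition reaching or exceeding a fixed threshold, cut at about 30% in these data, passing the limit was not always enough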; note: some compounds called inactive have numbers as strong as hits
NadD inh = inhibitors of Staphylococcus aureus NadD; purified NadD enzyme, colorimetric absorbance read-out; actives 0.78% (n = 360,000); inhibition, % at 20 µM; AID 602399; in the data active = inhibition above about 26%; note: some compounds past the cut are filed as inactive
* = called active by the depositor; i = inactive; / = no result given.

#	Structure	Scp-1 inhibitor	DNMT1 block	CendR NRP1 mod	Neddyl block	TbMetRS inhib	STEP inh	LMPTP block	SUMO1-SIM PPI	SKN-1 block	NadD inh
1	Cn1nc(C(=O)Nc2ccc3c(c2)OCCO3)cc1C(=O)O	-1.3	-0.4	9.4	i	-1.9	-0.8	0.3	-4.3	8.3	3.7
2	NNc1nc2sc3c(c2c(=O)n1-c1ccccc1)CCCC3	-9.8	7.1	-5.4	i	-1.2	1.4	13.6	6.9	-0.8	2.5
3	O=C1Cc2cc(S(=O)(=O)N3CCN(c4cccc(Cl)c4)CC3)ccc2N1	6.0	-18.3	-6.1	i	-1.0	0.2	-1.1	25.2	7.2	17.6
4	COc1ccc(S(=O)(=O)c2c(O)c3ccc(C(=O)Nc4cccc(F)c4)cc3[nH]c2=O)cc1	-5.1	2.7	-18.5	i	-0.4	2.6	-1.4	29.3	1.7	1.5
5	O=C(CNC(=O)c1ccccc1)NCCc1ccc(O)c(O)c1	/	3.7	15.8	i	0.7	4.5	12.4	5.9	13.4	-2.5
6	CN(CCc1ccccn1)C(=S)NC(=O)c1ccco1	-4.0	1.8	7.2	i	0.3	-0.6	-1.0	1.5	5.9	-2.5
7	Cc1ccc(COC(=O)c2ccc3ccccc3n2)cc1	-10.1	0.5	11.7	i	0.0	-0.6	1.8	-15.2	-4.7	-1.2
8	CCN(CC)S(=O)(=O)c1ccc(C(C)NCC(=O)Nc2ccccc2C(=O)NC2CC2)cc1 (centres undefined)	-2.0	2.4	0.7	i	-0.5	1.8	-1.4	-2.6	4.7	2.8
9	O=C1C(Cl)=C(Nc2ccc(O)cc2)C(=O)c2ccccc21	-4.0	-12.6	20.5	i	-0.5	-0.7	3.0	-11.8	8.6	-4.0
10	CCOC(=O)NC(Nc1nc2ccccc2s1)(C(=O)OCC)C(F)(F)F (centres undefined)	-2.0	-3.8	12.2	i	-0.4	-1.0	0.5	-4.3	-6.2	-3.9
11	Cc1cc(C)cc(OCC(=O)Nc2ccc(N3CCOCC3)cc2N2CCOCC2)c1	-3.4	-5.2	9.9	i	-0.5	-2.0	-0.1	2.7	-12.1	-3.3
12	COc1ccc(Br)cc1CN1CCN(Cc2c[nH]c3ccccc23)CC1	-9.1	-5.1	4.5	i	2.4	-0.5	-1.0	-3.4	12.2	-10.0

#	Structure	Scp-1 inhibitor	DNMT1 block	CendR NRP1 mod	Neddyl block	TbMetRS inhib	STEP inh	LMPTP block	SUMO1-SIM PPI	SKN-1 block	NadD inh
13	Cc1cccc(C)c1OCCOC(=O)c1cccc(S(=O)(=O)N2CCOCC2)c1	-9.7	0.5	-3.1	i	-0.4	0.1	1.2	2.8	-9.8	-6.5
14	COc1cccc(NC(=O)Nc2ccc3c(c2)OCO3)c1	-5.0	-0.1	1.5	i	-1.2	-1.1	0.9	5.6	-15.9	-2.0
15	O=C(O)c1cccc(-c2csc(C(O)c3ccccc3)n2)c1 (centres undefined)	/	7.8	-6.5	i	-0.2	-4.9	-2.2	3.3	-3.8	-0.9
16	Cc1ccc(S(=O)(=O)NCC(=O)OCCOc2ccc(Br)cc2)cc1	-6.1	-1.5	4.2	i	0.0	-4.2	2.0	2.9	5.3	-5.6
17	COC(=O)c1cc(C(=O)OCC(=O)NCc2cccs2)cc([N+](=O)[O-])c1	-5.7	3.2	6.6	i	-0.3	-2.3	-1.0	-39.3	11.8	-9.3
18	O=C(CSc1nnc(CNC(=O)c2ccccc2)o1)Nc1ccc2c(c1)OCO2	-5.5	3.4	6.2	i	-0.4	-1.7	-1.2	2.6	-5.3	-2.5
19	CCCc1ncc(C(O)c2cccc3ccccc23)n1C (centres undefined)	8.1	-1.0	8.5	i	-0.1	1.2	-0.3	-4.7	-20.2	-1.1
20	O=C(O)COCC(=O)Nc1ccc(OCCc2ccccc2)cc1	-2.2	-1.3	-9.6	i	-0.9	-3.1	-2.1	-0.1	9.9	5.4
21	CC(NC(=O)C1CCN(S(=O)(=O)c2cnc[nH]2)CC1)c1ccccc1 (centres undefined)	5.4	1.4	9.0	i	-0.8	-0.5	-2.3	2.4	-0.1	-2.0
22	CCN1C(=O)[C@@H]2[C@@H](c3ccc(-c4ccc(F)cc4)cc3)N3CCC[C@@]3(C(=O)OC)[C@@H]2C1=O	-4.9	-1.0	3.9	i	-0.3	-1.1	0.4	-1.6	14.1	-2.0
23	CC(=O)c1cccc(-c2ccnc3c2CC(C(=O)NC(C)C)O3)c1 (centres undefined)	/	4.6	-5.9	i	-0.3	-1.2	-3.0	17.6	-3.2	-2.6
24	CC(=O)c1cccc(S(=O)(=O)N2CCCC(c3nc4c(nnn4Cc4ccccc4Cl)c(=O)[nH]3)C2)c1 (centres undefined)	-5.5	-1.6	-20.1	i	-0.1	0.4	1.6	2.4	-3.8	3.2

#	Structure	Scp-1 inhibitor	DNMT1 block	CendR NRP1 mod	Neddyl block	TbMetRS inhib	STEP inh	LMPTP block	SUMO1-SIM PPI	SKN-1 block	NadD inh
25	COc1ccc(CC(=O)NCc2ccccc2)cc1S(=O)(=O)N1CCOCC1	-4.9	2.1	9.7	i	-0.2	-2.1	-0.7	3.5	9.9	-1.9
26	CC1(C)CC(=O)C2=C(C1)N(c1cccc(Cl)c1)C(=O)NC2(C(F)(F)F)C(F)(F)F	5.5	1.8	-6.3	i	-0.3	-2.4	-0.2	-0.7	6.7	-4.4
27	C#CC1(NC(=O)NC(C)(C)C)CCCCC1	-3.2	0.9	-0.7	i	0.2	-1.8	0.0	-2.5	-5.5	-4.6
28	Cc1cccc(C(=O)OCC(=O)N(CC(C)C)c2c(N)n(Cc3ccccc3)c(=O)[nH]c2=O)c1O	-8.9	-0.2	0.7	i	-0.3	1.2	-0.6	5.5	1.7	2.7
29	O=C(CSc1ccccc1C(=O)O)NCc1ccccc1	3.6	1.3	-3.4	i	1.9	-1.2	-1.6	1.8	15.7	-6.2
30	Cc1nn(C)cc1S(=O)(=O)NCc1ccc2c(c1)OCO2	2.4	-1.0	3.4	i	-0.3	0.5	-0.8	-0.7	-12.2	-4.3
31	COc1ccc(/C=C\c2nc(O)c([N+](=O)[O-])c(=O)[nH]2)cc1O	-2.8	2.0	-1.0	i	-0.1	-0.1	-1.9	-1.6	16.0	-3.0
32	Cc1ccc(-c2nnn(CC(=O)NCc3ccccc3)n2)c(-n2cnnn2)c1	-0.1	-0.3	12.6	i	-0.1	4.3	-0.5	-0.5	-21.6	-5.5
33	COc1ccc(C(CNc2nc(-c3cccnc3)nc3ccccc23)N(C)C)cc1 (centres undefined)	0.7	6.4	-6.0	i	-0.4	1.1	10.6	-14.5	7.3	-2.8
34	Cc1ccc(C(=O)Nc2ccc(N3CCOCC3)cc2)cc1	-3.7	-3.3	6.5	i	-0.3	1.2	-0.3	0.7	5.4	7.3
35	C#CCOCCOCCOCCNc1nc(N2CCN(C(=O)[C@H]([C@@H](C)CC)n3cc([C@@H](N)Cc4ccc(O)cc4)nn3)CC2)nc(N2CCN(C(=O)[C@H](Cc3ccc(O)cc3)n3cc([C@@H](N)C(C)CC)nn3)CC2)n1 (some centres undefined)	6.2	-15.9	4.9	i	-0.2	-3.3	2.8	-29.0	0.5	24.0
36	O=C(Nc1nc(-c2ccccn2)cs1)c1ncc(Cl)c(Cl)c1Cl	11.4	-4.0	-8.6	i	-0.5	9.2	5.1	7.7	2.4	35.9*

Structures above with a CF3 group (2):
#	Structure	Scp-1 inhibitor	DNMT1 block	CendR NRP1 mod	Neddyl block	TbMetRS inhib	STEP inh	LMPTP block	SUMO1-SIM PPI	SKN-1 block	NadD inh
10	CCOC(=O)NC(Nc1nc2ccccc2s1)(C(=O)OCC)C(F)(F)F (centres undefined)	-2.0	-3.8	12.2	i	-0.4	-1.0	0.5	-4.3	-6.2	-3.9
26	CC1(C)CC(=O)C2=C(C1)N(c1cccc(Cl)c1)C(=O)NC2(C(F)(F)F)C(F)(F)F	5.5	1.8	-6.3	i	-0.3	-2.4	-0.2	-0.7	6.7	-4.4

The results go on.
#	Structure	Scp-1 inhibitor	DNMT1 block	CendR NRP1 mod	Neddyl block	TbMetRS inhib	STEP inh	LMPTP block	SUMO1-SIM PPI	SKN-1 block	NadD inh
37	Cc1ccc(-c2c(C(=O)Nc3ccccc3C)c(C)[nH]c(=S)c2C#N)o1	-1.3	22.4	-25.7	i	-0.1	3.0	3.0	11.1	12.9	31.4*
38	Cc1ccccc1Nc1nc(N)nc(CN2CCN(c3ccccn3)CC2)n1	-4.8	-6.7	10.2	i	-0.9	-1.5	0.6	-2.3	22.8	6.2
39	COc1cc(CNCCSc2nnnn2C)cc(OC)c1OC	-2.2	2.0	-8.5	i	0.1	-3.4	-1.4	0.0	-0.1	-6.8
40	COc1cc(Cn2c(=O)c3c(OC)c(C)cnc3n(C)c2=O)cc(OC)c1	-2.2	-2.5	0.3	i	-0.6	-2.4	0.1	1.4	0.2	-5.3
41	CCCc1cc(=O)n2[nH]c(NCc3c(Cl)cccc3Cl)nc2n1	-5.2	0.9	-13.4	i	-0.4	3.1	1.2	6.3	13.7	5.4
42	COc1ccc(NC(=O)CSc2cn[nH]n2)cc1OC	14.7	1.1	3.4	i	-0.6	-2.2	-3.1	3.0	13.1	-6.1
43	CC1(CCc2ccccc2)NC(=O)NC1=O (centres undefined)	0.0	-1.1	10.2	i	-0.3	0.2	-1.2	2.6	16.8	-0.8
44	CCOC(=O)c1c(/N=C/c2cc([N+](=O)[O-])ccc2O)sc(C)c1C	-4.2	6.5	4.4	i	0.2	-4.8	-2.7	4.3	-0.6	-0.2
45	O=C(CN(Cc1ccccc1F)S(=O)(=O)c1ccc(Cl)cc1)NCC1CCCO1 (centres undefined)	-7.5	-0.2	-9.6	i	0.0	1.5	0.4	6.8	-9.6	-1.6
46	Cc1nc2c(ccc3nc(NC(=O)C4CC4)sc32)s1	-7.4	-2.0	-5.4	i	-0.1	1.2	1.1	3.0	5.2	-4.1
